High-throughput results from PubChem BioAssay.
IDE exosite FP – exo-site inhibitors of human IDE, primary screen, biochemical, fluorescence anisotropy, probe displacement; z-score at 20 µM; Insulin-degrading enzyme (Homo sapiens), P14735; purified IDE, FL-6b probe fluorescence polarization; active compounds read low; hit rate 6.3% among 17,000;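 active means z-score of -3 or lower, meaning strong loss of probe binding signal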;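 further: His-tagged human IDE residues 42-1019 made in E. coli with 30 nM FL-6b probe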
Target sequence (P14735 42-1019 limits assumed): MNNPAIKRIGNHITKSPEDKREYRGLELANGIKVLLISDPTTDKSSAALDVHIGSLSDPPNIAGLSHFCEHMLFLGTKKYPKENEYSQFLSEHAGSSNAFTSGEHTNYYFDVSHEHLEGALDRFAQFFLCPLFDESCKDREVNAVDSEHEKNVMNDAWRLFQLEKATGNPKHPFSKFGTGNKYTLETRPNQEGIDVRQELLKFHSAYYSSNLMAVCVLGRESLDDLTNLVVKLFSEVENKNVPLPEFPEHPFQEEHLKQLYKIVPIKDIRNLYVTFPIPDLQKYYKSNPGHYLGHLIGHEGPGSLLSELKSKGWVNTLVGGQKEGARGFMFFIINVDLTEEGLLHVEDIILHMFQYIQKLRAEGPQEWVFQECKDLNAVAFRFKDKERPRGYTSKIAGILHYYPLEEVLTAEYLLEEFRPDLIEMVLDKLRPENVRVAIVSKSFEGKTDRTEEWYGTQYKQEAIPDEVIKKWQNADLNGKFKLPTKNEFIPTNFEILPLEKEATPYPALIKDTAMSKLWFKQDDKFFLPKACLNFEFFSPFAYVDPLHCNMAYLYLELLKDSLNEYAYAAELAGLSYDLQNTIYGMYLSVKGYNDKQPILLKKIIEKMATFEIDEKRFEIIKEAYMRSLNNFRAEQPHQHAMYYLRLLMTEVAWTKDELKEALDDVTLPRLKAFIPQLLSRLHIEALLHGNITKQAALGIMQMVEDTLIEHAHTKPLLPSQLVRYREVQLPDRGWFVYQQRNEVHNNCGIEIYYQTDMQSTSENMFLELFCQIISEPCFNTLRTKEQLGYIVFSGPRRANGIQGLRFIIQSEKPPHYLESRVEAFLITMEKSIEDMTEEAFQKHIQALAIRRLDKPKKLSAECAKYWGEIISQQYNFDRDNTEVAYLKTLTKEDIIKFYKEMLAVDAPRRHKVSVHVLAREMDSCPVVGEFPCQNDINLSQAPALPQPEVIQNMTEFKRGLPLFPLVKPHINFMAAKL
* hit, by the source's call; & = joins results of further samples. These rows are one share of the data; count on the stated rates, not on these rows.

IDE exosite FP,Molecule
0.0738,CC(C)CC#Cc1ccc([C@@H]2[C@@H](CO)N3C(=O)CN(C(=O)c4ccccn4)C[C@@H]23)cc1
2.94,CCC(=O)N1C[C@H]2[C@@H](c3ccccc31)[C@@H](CO)N2C(=O)CC1CC1
0.458,O=C(C[C@H]1CC[C@H]2[C@@H](COC[C@@H](O)CN2C(=O)Nc2ccc(Cl)cc2)O1)NCC1CCCCC1
-0.54,O=S(=O)(c1ccccc1F)N1CCCCN2[C@H](C1)[C@H](c1ccc(-c3cccnc3)cc1)[C@@H]2CO
3.07,O=C1CN(Cc2ccc(F)cc2)C[C@H]2[C@@H](c3ccc(-c4ccccc4F)cc3)[C@@H](CO)N12
-0.769,CN1C(=O)c2cc(NC(=O)c3ccc4c(c3)OCO4)ccc2OC[C@@H]2O[C@H](CC(=O)O)CC[C@@H]21
1.38,OC[C@H]1[C@H](c2ccc(-c3ccc(F)cc3)cc2)[C@H]2CN(Cc3cccnc3)CCCCN21
1.13,C/C=C/c1ccc([C@H]2[C@H](CO)N3C(=O)CN(S(=O)(=O)c4cccc(F)c4)C[C@@H]23)cc1
1.3,N#Cc1cccc(-c2ccc(C3[C@H]4CNC[C@@H]3N4Cc3cncnc3)cc2)c1 (stereo not given in full)
0.483,CC(C)(C)S(=O)N1Cc2cc(C(=O)N3CCN(Cc4ccccc4)CC3)nc(-c3cccc(-c4cc5ccccc5o4)c3)c2[C@H]1CCO (stereo not given in full)
0.551,C[C@H]1CCCCO[C@H](CN(C)CC2CCCCC2)[C@@H](C)CN([C@@H](C)CO)C(=O)c2cc(NS(C)(=O)=O)ccc2O1
0.163,CCc1cnc(N2[C@@H](C#N)[C@@H](c3ccc(C#CC(C)C)cc3)[C@@H]2CO)s1
1.4,CC(=O)N1CC2(C1)[C@H](c1ccc(-c3ccc(F)cc3)cc1)[C@@H](CO)N2CC1CC1
0.0604,COCCNC(=O)C[C@H]1CC[C@@H]2[C@H](COc3ccc(NS(=O)(=O)c4ccc(Cl)cc4)cc3C(=O)N2C)O1
1.88,CC(=O)N1CC(=O)N2[C@H](CO)[C@@H](c3ccc(-c4ccc(C(=O)N(C)C)cc4)cc3)[C@H]2C1
1.11,COc1ccc(-c2ccccc2[C@H]2[C@@H](CO)N(C(=O)C3CCCCC3)[C@H]2C#N)cc1
3.79,CC(C)CC#Cc1ccc([C@@H]2[C@H](CO)N3C(=O)CN(C(=O)NC(C)C)C[C@@H]23)cc1
0.121,N#C[C@@H]1[C@H](c2ccccc2C2=CCCCC2)[C@H](CO)N1S(=O)(=O)c1ccccc1
-0.621,C[C@@H]1CCCCO[C@@H](CN(C)Cc2ccncc2)[C@@H](C)CN([C@@H](C)CO)C(=O)c2cc(NS(=O)(=O)c3ccc(Cl)cc3)ccc2O1
3.85,COc1ccccc1C(=O)N1C[C@H]2[C@@H](c3ccccc31)[C@H](CO)N2C(=O)Cc1ccccc1
-4.2*,COc1ccccc1-c1ccc([C@H]2[C@@H](C#N)N(C(=O)CN(C)C)[C@@H]2CO)cc1
0.654,O=C(Nc1ccccc1F)N1CC(=O)N2[C@@H](CO)[C@@H](c3ccc(C#CC4CC4)cc3)[C@@H]2C1
3.07,CCc1cnc(N2[C@H](C#N)[C@@H](c3ccccc3C3=CCCC3)[C@@H]2CO)s1
0.301,CC(C)CC#Cc1ccc([C@@H]2[C@H]3CN(S(=O)(=O)c4cccc(F)c4)CC(=O)N3[C@H]2CO)cc1
1.18,C[C@@H]1CCCCO[C@@H](CN(C)S(=O)(=O)c2ccc(Cl)cc2)[C@@H](C)CN([C@H](C)CO)C(=O)c2cc(NC(=O)Nc3ccc(C(F)(F)F)cc3)ccc2O1
-0.969&-0.135,C(=C\c1ccc(C2[C@H]3CNC[C@@H]2N3Cc2nccs2)cc1)/c1ccccc1 (stereo not given in full)
-2.21,COc1ccccc1NC(=O)N1C[C@H](O)COC[C@H]2O[C@H](CC(=O)N3CCC(Cc4ccccc4)CC3)CC[C@@H]21
3.07,CCCC#Cc1ccc([C@@H]2[C@H](C#N)N(S(C)(=O)=O)[C@H]2CO)cc1
3.03,CN(C)CC(=O)N[C@@H]1C=C[C@H](CC(=O)NCc2ccc(Cl)cc2)O[C@@H]1CO
-0.316,CCCC#Cc1cnc2c(c1)C(=O)N([C@@H](C)CO)C[C@H](C)[C@@H](CN(C)C(=O)Nc1cc(F)ccc1F)O2

13 entries out of the list, ordered by formula weight, descending:
IDE exosite FP,Molecule
-2.21,COc1ccccc1NC(=O)N1C[C@H](O)COC[C@H]2O[C@H](CC(=O)N3CCC(Cc4ccccc4)CC3)CC[C@@H]21
-0.316,CCCC#Cc1cnc2c(c1)C(=O)N([C@@H](C)CO)C[C@H](C)[C@@H](CN(C)C(=O)Nc1cc(F)ccc1F)O2
0.301,CC(C)CC#Cc1ccc([C@@H]2[C@H]3CN(S(=O)(=O)c4cccc(F)c4)CC(=O)N3[C@H]2CO)cc1
3.85,COc1ccccc1C(=O)N1C[C@H]2[C@@H](c3ccccc31)[C@H](CO)N2C(=O)Cc1ccccc1
0.654,O=C(Nc1ccccc1F)N1CC(=O)N2[C@@H](CO)[C@@H](c3ccc(C#CC4CC4)cc3)[C@@H]2C1
0.121,N#C[C@@H]1[C@H](c2ccccc2C2=CCCCC2)[C@H](CO)N1S(=O)(=O)c1ccccc1
1.11,COc1ccc(-c2ccccc2[C@H]2[C@@H](CO)N(C(=O)C3CCCCC3)[C@H]2C#N)cc1
3.79,CC(C)CC#Cc1ccc([C@@H]2[C@H](CO)N3C(=O)CN(C(=O)NC(C)C)C[C@@H]23)cc1
3.03,CN(C)CC(=O)N[C@@H]1C=C[C@H](CC(=O)NCc2ccc(Cl)cc2)O[C@@H]1CO
-4.2*,COc1ccccc1-c1ccc([C@H]2[C@@H](C#N)N(C(=O)CN(C)C)[C@@H]2CO)cc1
-0.969&-0.135,C(=C\c1ccc(C2[C@H]3CNC[C@@H]2N3Cc2nccs2)cc1)/c1ccccc1 (stereo not given in full)
3.07,CCc1cnc(N2[C@H](C#N)[C@@H](c3ccccc3C3=CCCC3)[C@@H]2CO)s1
3.07,CCCC#Cc1ccc([C@@H]2[C@H](C#N)N(S(C)(=O)=O)[C@H]2CO)cc1

The list continues:
IDE exosite FP,Molecule
2.68,N#C[C@@H]1[C@H](c2ccc(-c3ccc(F)cc3)cc2)[C@H](CO)N1c1nc(-c2ccccc2)cs1
-0.446,CO[C@@H]1CN(C)C(=O)c2cc(NC(=O)Nc3cccc(Cl)c3)ccc2OC[C@H](C)N(C(=O)Nc2c(C)noc2C)C[C@H]1C
0.581,C[C@@H]1CN([C@H](C)CO)C(=O)c2cc(NC(=O)NC3CCCCC3)ccc2O[C@H]1CN(C)S(C)(=O)=O
-0.147,COC(=O)C[C@H]1CC[C@@H]2[C@@H](COc3ccc(NC(=O)c4ccc(C(F)(F)F)cc4)cc3C(=O)N2C)O1
0.849,Cc1noc(C)c1NC(=O)Nc1ccc2c(c1)C(=O)N([C@H](C)CO)C[C@@H](C)[C@@H](CN(C)S(=O)(=O)c1cccs1)OCCCC[C@H](C)O2
-1.43,C/C=C/c1ccc2c(c1)O[C@@H](CN(C)C(=O)Nc1ccc(OC)cc1)[C@H](C)CN([C@H](C)CO)S2(=O)=O
-0.532,COCC#Cc1ccc([C@@H]2[C@H](CO)N3C(=O)CN(C(=O)Nc4ccccc4F)C[C@@H]23)cc1
5.4,C/C=C/c1ccc([C@@H]2[C@@H](CO)N(C(C)=O)[C@H]2CN(C(=O)COC)C(C)C)cc1
-3.11*,N#C[C@@H]1[C@@H](c2ccc(-c3ccccc3F)cc2)[C@H](CO)N1C(=O)C1CC1
5.35,CN(C)CC#Cc1ccc([C@H]2[C@@H](CO)N3CCCCN(C(=O)Nc4ccccc4F)C[C@@H]23)cc1
0.795,O=C(CCN1CCCCC1)NCC[C@@H]1CC[C@@H](NS(=O)(=O)c2cccc(Cl)c2)[C@@H](CO)O1
-1.29,CC(C)(O)C#Cc1ccc([C@H]2[C@H](CO)N3CCCCN(C(=O)c4ccncc4)C[C@@H]23)cc1
-0.769,COc1cccc(CNC(=O)C[C@@H]2CC[C@H]3[C@@H](COc4ccc(NC(=O)c5cccs5)cc4C(=O)N3C)O2)c1
-1.05,COCC#Cc1ccc2c(c1)O[C@H](CN(C)C(=O)C1CCOCC1)[C@H](C)CN([C@@H](C)CO)S2(=O)=O
-0.555,N#C[C@@H]1[C@H](c2ccccc2)[C@@H](CO)N1C(=O)Cc1ccccc1
0.379,C/C=C/c1ccc([C@@H]2[C@@H](CO)N3C(=O)CN(C(=O)Nc4cccc(OC)c4)C[C@@H]23)cc1
0.937,COCC#Cc1ccc([C@@H]2[C@@H](CO)N3C(=O)CN(C(=O)c4cccnc4)C[C@@H]23)cc1
-0.307,COc1cccc(NC(=O)N2C[C@H](O)COC[C@@H]3O[C@@H](CC(=O)N(C)C)CC[C@H]32)c1
-1.12,CN1C(=O)c2cc(NC(=O)c3cscn3)ccc2OC[C@@H]2O[C@H](CC(=O)NCc3ccc(Cl)c(Cl)c3)CC[C@H]21
4,C[C@@H](O)C#Cc1ccc([C@H]2[C@@H](CO)N3CCCCN(S(=O)(=O)Cc4ccccc4)C[C@@H]23)cc1
0.645,O=C(NCc1ccccc1F)[C@@H]1[C@@H](CO)[C@@H]2Cn3c(cccc3=O)[C@@H]2N1CC1CCCC1
-14.7*,Cc1cccc(-c2ccc([C@@H]3[C@H]4CN(C(=O)CN5CCOCC5)CC(=O)N4[C@H]3CO)cc2)c1
0.804,C[C@@H]1CN([C@H](C)CO)C(=O)Cc2cc(N(C)C)ccc2O[C@@H]1CN(C)C(=O)NC1CCCCC1
4.18,CC(C)CC#Cc1ccc([C@H]2[C@@H](CO)N3CCCCN(C(=O)c4ccc5c(c4)OCO5)C[C@H]23)cc1
4.02,COCC(=O)N(C)C[C@H]1[C@H](c2ccccc2)[C@H](CO)N1C(=O)Cc1cccnc1
-2.45,CCC(=O)N1[C@H](CN(CC)C(=O)c2cccc(F)c2)[C@H](c2ccccc2)[C@@H]1CO
1.19,CN1C(=O)c2cc(NC(=O)c3cccc(Cl)c3)ccc2OC[C@H]2O[C@@H](CC(=O)NC3CCCCC3)CC[C@H]21
-3.69*,COc1cccc(-c2ccc([C@@H]3[C@@H](CO)N4C(=O)CN(C(=O)C5CCCCC5)C[C@H]34)cc2)c1
1.32,O=C1N[C@H](c2ccccc2)COCn2nncc2CC[C@H]1Cc1ccccc1
-0.367,CO[C@H]1CC[C@H]2CCOc3c(C#N)cccc3C(=O)N(C)C[C@@H](OC)[C@H](C)C(=O)N(C)C[C@H]1O2
0.0698,CC(=O)N1[C@H](CNC(=O)C2CC2)[C@H](c2ccc(-c3ccc(F)cc3)cc2)[C@@H]1CO
2.13,CCC(=O)Nc1ccc2c(c1)OC[C@H](C)N(Cc1ccccc1)C[C@H](C)[C@@H](OC)CN(C)C2=O
0.0279,CCCNC(=O)N1CC2(C1)CN(C(=O)c1ccccc1)[C@H](CO)c1[nH]c3cc(OC)ccc3c12
1.33,CCCNC(=O)N1CC2(C1)CN(S(C)(=O)=O)[C@H](CO)c1c2c2ccc(OC)cc2n1C
2.93,C[C@H](NC(=O)C[C@H]1C=C[C@@H](NS(=O)(=O)c2cccc(F)c2)[C@@H](CO)O1)c1ccccc1
-0.404,O=C(Cc1ccccn1)N1CC(=O)N2[C@H](CO)[C@@H](c3ccc(-c4ccccc4)cc3)[C@H]2C1
2.64,O=C(Nc1ccccc1F)N1CC(=O)N2[C@H](CO)[C@@H](c3ccc(C#CC4CCCC4)cc3)[C@H]2C1
2.04,N#C[C@H]1[C@H](c2ccccc2-c2ccc(F)cc2)[C@H](CO)N1C(=O)Cc1ccncc1
-0.979,CO[C@H]1CN(C)C(=O)c2ccc(NC(=O)C3CCC3)cc2OC[C@H](C)N(Cc2ccccn2)C[C@H]1C
1.2,Cc1ccccc1S(=O)(=O)N1CC(=O)N2[C@H](CO)[C@H](c3ccc(C#CCC(C)C)cc3)[C@H]2C1
2.93,O=C(C[C@@H]1C=C[C@@H](NC(=O)c2ccncc2)[C@@H](CO)O1)NCC1CC1
0.29,CCC(=O)N(CC)C[C@H]1[C@H](c2ccc(-c3cccnc3)cc2)[C@@H](CO)N1C(C)=O
-1.18,CN1C(=O)c2cc(NS(=O)(=O)c3cccc(F)c3)ccc2OC[C@H]2O[C@H](CC(=O)NCCN3CCCCC3)CC[C@@H]21
1.69,COc1cccc(NC(=O)N[C@@H]2CC[C@@H](CC(=O)N3CCN(C)CC3)O[C@H]2CO)c1
-6.14*,COc1ccccc1C#Cc1ccc([C@H]2[C@H](CO)N3CCCCN(CCC(F)(F)F)C[C@@H]23)cc1
-0.814,COCCNC(=O)C[C@H]1C[C@H]2c3cc(NC(=O)CN(C)C)ccc3O[C@H]2[C@H](CO)O1
-0.681,CO[C@H]1CC[C@H]2CCOc3ccc(C#N)cc3C(=O)N(C)C[C@H](c3ccccc3)CC(=O)N(C)C[C@@H]1O2
2.03,COc1cccc(C#Cc2ccc3c(c2)[C@@H]2[C@@H](CCN2C(=O)c2ccccc2F)[C@H](CO)N3)c1
-9.99*,O=C(NC[C@H]1N[C@H](CO)[C@@H]1c1ccc(-c2ccccc2F)cc1)c1ccccc1
1.57,O=C(Nc1cc(F)ccc1F)N1CC(=O)N2[C@@H](CO)[C@H](c3ccc(-c4cccnc4)cc3)[C@@H]2C1
-0.356,O=C(C[C@H]1C=C[C@H](NS(=O)(=O)c2ccccc2)[C@H](CO)O1)NCCN1CCCCC1
-11.7*,CC(=O)N1CCCCN2[C@H](CO)[C@H](c3ccc(-c4cccc(C)c4)cc3)[C@H]2C1
0.316,COc1ccc(CNC(=O)N(C)C[C@H]2OCc3ccccc3-c3c(n(C)c4ccccc34)C(=O)N([C@@H](C)CO)C[C@H]2C)cc1
1.48,O=C(c1ccccn1)N1CC(=O)N2[C@H](CO)[C@@H](c3ccc(-c4cccc(F)c4)cc3)[C@H]2C1
-0.37,C[C@H]1CN([C@@H](C)CO)C(=O)c2cc(C#CC3(O)CCCC3)cnc2O[C@@H]1CN(C)S(=O)(=O)c1cccc(F)c1
-0.253,COc1ccc(-c2ccc([C@H]3[C@H](CO)N4C(=O)CN(C(=O)C5CC5)C[C@@H]34)cc2)cc1
